Compound activity from PubChem BioAssay.
FadD28 binding: blocks FadD28 binding to the bisubstrate probe | fluorescence polarization | 360,000 compounds, 0.22% hits | inhibition, % at 12.5 µM; in the data active = inhibition above about 8.5%, passing the limit was not always enough; inconclusive = no clear call, values can overlap the other calls
Mtb UGM inh: inhibitors of M. tuberculosis UDP-galactopyranose mutase. purified UGM, fluorescence polarization probe displacement. inhibition, % at 10 µM. 320,000 compounds, 0.06% hits. AID 504406; in the data active = inhibition above about 10%, passing the limit was not always enough; inconclusive = no clear call, values can overlap the other calls
Target sequence (P9WIQ1 whole entry, looked up): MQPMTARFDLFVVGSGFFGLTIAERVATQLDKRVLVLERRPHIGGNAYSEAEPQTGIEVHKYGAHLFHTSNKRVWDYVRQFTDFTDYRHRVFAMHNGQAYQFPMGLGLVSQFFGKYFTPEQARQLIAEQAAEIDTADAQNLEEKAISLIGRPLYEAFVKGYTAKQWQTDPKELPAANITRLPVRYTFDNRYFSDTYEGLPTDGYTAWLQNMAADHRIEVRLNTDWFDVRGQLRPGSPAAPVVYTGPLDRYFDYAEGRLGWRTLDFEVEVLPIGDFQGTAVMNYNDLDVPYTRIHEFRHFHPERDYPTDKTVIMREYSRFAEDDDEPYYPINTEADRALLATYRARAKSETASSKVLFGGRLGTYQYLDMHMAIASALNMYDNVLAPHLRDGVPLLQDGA
BioA inh: inhibitors of Mycobacterium tuberculosis BioA enzyme; AID 602481; inhibition, % at 9.99 µM; purified M. tuberculosis BioA enzyme, plate reader; 360,000 compounds, 0.096% hits; in the data active = inhibition above about 40%; inconclusive = no clear call, values can overlap the other calls
GDH-TPI inh: GDH-TPI coupled enzyme inhibition counter-screen. GDH-TPI coupled enzyme counterscreen, NADH absorbance. 360,000 compounds, 1.2% hits. inhibition, % at 4.8 µM; in the data active = inhibition above about 30%;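 also: 0% = DMSO wells and 100% = wells lacking the enzyme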
PfHsp40 yeast: compounds rescuing yeast from Plasmodium falciparum HSP40 toxicity. 340,000 compounds, 0.68% hits. S. cerevisiae expressing PfHsp40, growth rescue, ATP luminescence. growth rescue, % at 12.5 µM. AID 504582; in the data active = growth rescue above about 28%, passing the limit was not always enough; inconclusive = no clear call, values can overlap the other calls;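 also: yeast W303a lacking pdr1 and pdr3 grown in galactose medium; growth measured after three days at 30 °C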
Vc quorum ag: quorum light induction in luxS cqsA deficient V. cholerae; activation, % at 18.7 µM; V. cholerae BH1578 lux reporter, luminescence, 6 h; 350,000 compounds, 0.16% hits; AID 588436; in the data active = activation mostly above about 9.7%, no sharp cut-off; inconclusive = no clear call, values can overlap the other calls; inactive = mostly below about 3.7%; also: not every result past the cut was called active; inactives centre near 0; reference of the scale not given here
Y pestis TopoI: Y. pestis Topo-I inhibition via cleavage products | Y. pestis Topo-I cleavage product accumulation, plate reader | activity, % at 10 µM | 360,000 compounds, 0.064% hits | AID 504884; in the data active = activity above about 50%, passing the limit was not always enough; inconclusive = no clear call, values can overlap the other calls; also: inactives centre near 2
Mtb FBA inh: inhibitors of M. tuberculosis fructose-bisphosphate aldolase. P9WQA3. purified M. tuberculosis FBA, fluorescence read-out. inhibition, % at 1 µM. 360,000 compounds, 2.3% hits; in the data active = inhibition above about 27%;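 also: 0% = vehicle and 100% = reference inhibitor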
Target sequence (P9WQA3 whole entry, looked up): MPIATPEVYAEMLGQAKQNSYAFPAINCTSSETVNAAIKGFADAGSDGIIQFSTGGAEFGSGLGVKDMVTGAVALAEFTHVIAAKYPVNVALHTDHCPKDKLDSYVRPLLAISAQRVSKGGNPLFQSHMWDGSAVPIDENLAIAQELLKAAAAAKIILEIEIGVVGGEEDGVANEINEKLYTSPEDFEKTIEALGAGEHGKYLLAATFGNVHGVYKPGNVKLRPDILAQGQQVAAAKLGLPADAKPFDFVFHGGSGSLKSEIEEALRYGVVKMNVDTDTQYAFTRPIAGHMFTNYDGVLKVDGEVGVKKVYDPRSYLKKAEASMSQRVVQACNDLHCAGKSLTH
TcdB inh: inhibitors of Clostridioides difficile toxin B glycohydrolase; P18177; TcdB glycohydrolase enzymatic assay, plate reader; inhibition, % at 9.99 µM; 350,000 compounds, 0.24% hits; AID 652162; in the data active = inhibition above about 10%
* hit, by the source's call; i = inactive; ? = inconclusive; . = no result given; + = active, no number. The order is random (roughly 4.6% active in at least one column).

SMILES	FadD28 binding	Mtb UGM inh	BioA inh	GDH-TPI inh	PfHsp40 yeast	Vc quorum ag	Y pestis TopoI	Mtb FBA inh	TcdB inh
O=C(Nc1cccc(S(=O)(=O)NC2=NCCC2)c1)c1c(F)cccc1Cl	-2.7	2.7	-0.4	6	-0.5	3.7	3	-1	0.0
CCOC(=O)N1CCN(c2cc(N(C)CCO)c([N+](=O)[O-])c3nonc23)CC1	-0.4	.	.	8	0.4	-0.2	-6	-22	1.3
C/C(=N/NC(=O)c1ccccc1)c1ccc(NC(=O)C(F)(F)F)cc1	-2.4	4.9	.	0	1.9	-0.3	1	-3	1.1
COc1ccccc1-n1nc(C(=O)O)c2ccccc2c1=O	0.4	1.4	-0.8	7	-0.9	2.6	6	3	.
CC(C)Oc1ccc(C2CNC(=O)C2)cc1 (stereo unspecified)	-1.8	-1.9	-0.8	7	0.6	-0.3	-2	2	1.6
CC(C)[C@H](NC(=O)[C@H]1N2C(=O)c3ccccc3C2SC1(C)C)C(=O)NCc1ccco1 (stereo partly specified)	-0.4	-5.2	0.6	-9	-1.5	0.4	9	-3	-4.7
O=C(CN1C(=O)/C(=C/c2ccccc2F)Sc2ccccc21)N1CCN(c2ccccn2)CC1	-1.2	-0.9	.	5	6.8	-2.7	22	0	1.0
CCc1noc(C)c1C(=O)NCCc1ccc(Cl)cc1	-0.6	1.2	-0.3	1	-1.2	-1.1	4	0	1.0
COc1cccc(-c2nnn(CCc3nn[nH]n3)n2)c1	-0.6	-0.2	.	-5	0.0	i	-3	-4	.
COc1cc(-c2noc(CCC(=O)Nc3cccnc3)n2)cc(OC)c1OC	-4.9	-1.2	4.7	-6	-0.9	-0.7	-3	5	.
CNC(=O)CS(=O)(=O)CC(=O)Nc1cc(OC(C)C)c(Cl)cc1Cl	-0.5	1.5	.	-4	0.5	1.0	-4	-2	0.9
CSc1ccc(C(c2c(C)[nH][nH]c2=O)c2c(C)[nH][nH]c2=O)cc1	-4.3	1.7	0.2	6	-0.9	-0.6	0	1	-1.6
CNC(=S)Nc1cc2oc3ccccc3c2cc1OC	-3.3	-0.3	6.1	11	2.5	-0.5	-10	2	-0.7
COc1ccc(CCNC(=O)CCC(=O)N2CC(C)Oc3ccc(Cl)cc32)cc1OC (stereo unspecified)	-1.2	-5.2	-0.1	-2	0.7	-0.1	11	5	2.8
COC(=O)Nc1ccc(C)cc1NC(=O)OC	-3.0	2.4	0.5	6	-0.3	i	0	4	.

Three compounds from above, showing only Y pestis TopoI and GDH-TPI inh:
mol | Y pestis TopoI | GDH-TPI inh
COc1ccccc1-n1nc(C(=O)O)c2ccccc2c1=O | 6 | 7
CC(C)Oc1ccc(C2CNC(=O)C2)cc1 (stereo unspecified) | -2 | 7
CC(C)[C@H](NC(=O)[C@H]1N2C(=O)c3ccccc3C2SC1(C)C)C(=O)NCc1ccco1 (stereo partly specified) | 9 | -9

The list continues:
SMILES	FadD28 binding	Mtb UGM inh	BioA inh	GDH-TPI inh	PfHsp40 yeast	Vc quorum ag	Y pestis TopoI	Mtb FBA inh	TcdB inh
O=C(CN1CCOCC1)N/N=C/c1cc2ccccc2nc1Cl	-1.9	2.0	.	8	-1.1	-0.7	-3	2	.
Cc1nn(-c2ccc(F)cc2)c(Cl)c1/C=N/NC(=O)c1ccc(O)cc1	-3.8	-0.6	.	8	-0.7	-0.4	15	0	2.8
O=C(NC1CCCCCC1)C1CCN(C(=O)c2cccc(Cl)c2)CC1	-0.7	-2.7	-2.2	4	0.6	-0.5	0	-1	1.1
CN1CCN(c2nc(-c3ccncc3)nc3ccccc23)CC1	-0.6	1.0	-0.3	28	-1.0	8.0	4	2	.
CC12COC3(C(=O)Nc4ccc5ccccc5c4)CC1CCC32C (stereo unspecified)	-3.3	-0.3	.	3	0.8	-0.2	-1	-2	0.5
Cc1ccc(NC(=O)C(C)OC(=O)C2CC3CCCC(C2)C3=O)cc1S(=O)(=O)N1CCOCC1 (stereo unspecified)	-0.8	.	1.3	13	-0.6	i	10	0	-0.1
CC(C)C(C)(C#N)NC(=O)CSc1nnc(C(F)(F)F)n1C (stereo unspecified)	-2.6	1.8	.	-9	-1.7	9.8	2	11	.
Cc1cc2c(cc1S(=O)(=O)C(C)CC(=O)NCc1ccco1)OCC(=O)N2 (stereo unspecified)	1.2	-2.0	-0.4	2	-0.4	-0.4	2	-1	-0.4
CC(C)c1ccc(NC(=S)NN2C(C)CCCC2C)cc1 (stereo unspecified)	-1.7	-2.0	.	11	2.1	-0.3	11	2	0.6
C(#CC1CCCCC1)c1ccc2c(c1)COc1c3ccccc3nn1-2	0.0	-1.9	-0.5	3	-1.1	i	6	-3	-0.4
CN1CCN(CCc2nc3cc(NC(=O)COc4ccccc4)ccc3n2C)CC1	-0.8	0.3	.	-2	0.1	i	6	1	.
O=C(CN1CCN(Cc2ccccc2)CC1)Nc1ccccc1-c1ccccc1	-0.9	1.9	.	4	-0.3	-1.4	12	1	0.9
CCc1ccc2[nH]c(=O)c(C(c3nnnn3Cc3ccccc3)N3CCOCC3)cc2c1 (stereo unspecified)	-1.1	1.2	0.4	16	0.2	i	7	2	.
C[C@H](NS(=O)(=O)c1ccc(F)cc1)C(=O)OCC(=O)c1c(N)n(C)c(=O)n(C)c1=O	-0.3	0.1	1.1	3	1.3	i	5	1	1.6
O=C(CCc1ccccc1)NNC(=S)NCCc1ccccc1	-2.0	-1.6	-0.6	8	-0.3	-0.8	-6	4	0.0
COc1cc(NC(=O)CNC(=O)Cn2c(C)cc3ccccc3c2=O)cc(OC)c1OC	-3.1	0.5	-0.9	10	-0.6	-0.5	0	4	-1.4
Cc1c(Cl)cccc1NC(=S)NCc1ccc(Cl)cc1	-5.0	-0.3	-2.8	-2	0.5	i	13	-1	4.3
COc1c(C)cc(C(=O)C2CCCN(C(=O)c3cc(C)on3)C2)cc1C (stereo unspecified)	-2.8	-4.2	0.0	1	-0.1	-0.3	2	-1	0.1
O=C1CN(C(=O)COC(=O)c2cnc(Cl)c(Cl)c2)c2ccccc2N1	-4.9	-0.9	.	-2	-2.2	.	3	0	-2.1
CCOC(=O)C1=NOC2C3CC(C12)C1C(=O)N(CCc2ccc(OC)c(OC)c2)C(=O)C31 (stereo unspecified)	-3.4	0.6	-0.6	-3	-1.1	i	1	-1	-7.5
COC(=O)C1(Cc2ccc(O)c(CC3OC3(C)C)c2)OC(=O)C(O)=C1c1ccc(O)cc1 (stereo unspecified)	0.4	-1.7	-0.7	13	1.0	-0.2	-6	-2	-3.7
[O-]/C(=C(\C(=S)Nc1ccc(SC(F)F)cc1)[n+]1cccc(CO)c1)c1ccc(Cl)s1	-1.9	-1.9	.	27	1.0	3.6	61*	-1	0.3
Cc1ccc(NC(=O)C2CC2c2ccccc2)c([N+](=O)[O-])c1 (stereo unspecified)	-5.0	0.8	0.6	7	0.9	-0.3	8	-2	1.6
Cc1onc(-c2c(F)cccc2Cl)c1C(=O)OCN1C(=O)c2ccccc2C1=O	-4.6	1.2	0.2	-3	-1.8	.	-7	-8	.
CCN(CC)CCCNc1ncnc2scc(-c3ccc(F)cc3)c12	-0.5	0.8	1.2	0	0.1	i	2	0	8.5
O=C(COC(=O)CNC(=O)C1CCCCC1)NCc1ccc(Cl)cc1	-2.5	0.6	2.7	-1	-0.9	0.5	-9	3	1.3
COc1ccc(S(=O)(=O)NCc2ccccc2Cl)cc1OC	-1.9	1.6	-0.4	-4	1.0	-0.4	2	-1	.
CCc1ccc(NC(=O)CSc2nnc(Cn3c(=O)sc4ccccc43)n2C)cc1	-2.5	-1.6	-0.5	6	2.6	-0.4	7	1	0.4
COC(=O)c1ccc(Cl)c(NC(=O)NC23CC4CC(CC(C4)C2)C3)c1	-1.0	1.4	1.0	15	0.9	i	10	-6	.
Cc1ccc(C)c(C(C)NC(=O)C2CC=CCC2C(=O)O)c1 (stereo unspecified)	1.1	3.2	-2.9	7	-0.5	i	-4	2	0.2
CC1(c2ccccc2)NC(=O)N(CC(=O)Nc2cc(Cl)ccc2N2CCOCC2)C1=O (stereo unspecified)	-3.9	-1.3	3.4	5	-0.3	i	-7	-3	4.2
CCCS(=O)(=O)NCc1cn2c(C)csc2n1	-3.2	-0.1	-0.7	-1	-1.3	-0.2	8	-3	6.2
CC(C)C(=O)Nc1ccc(C(=O)NNC(=S)NC(=O)c2cccs2)cc1	0.1	2.7	-5.8	24	-0.9	-0.4	-1	-1	0.2
CCC(=O)Oc1ccc2c(C)cc(=O)oc2c1C(=O)c1ccccc1	-4.8	0.5	3.7	9	4.5	-0.7	1	2	-1.0
COc1ccc(OC)c(C(O)c2ncc(-c3cccc(C(F)(F)F)c3)[nH]2)c1 (stereo unspecified)	0.1	.	0.7	8	.	-0.7	-9	-2	-0.3
Cc1ccc(OCC(=O)Nc2c(C)nn(-c3ccccc3)c2C)c(Br)c1	0.4	.	0.6	1	0.0	-12	30	-3	1.8
COc1ccc(OCCSc2nc3nc(C)cc(C)n3n2)cc1	1.0	-3.9	.	0	-1.1	-0.2	4	1	1.3
Cc1ccc(NC(=O)CN2CCCC2c2cccn2C)cc1C (stereo unspecified)	-2.0	2.8	-1.3	8	?	-0.9	12	4	1.5
Cc1ccsc1C(=O)N1CCCC(C)(C(=O)NS(=O)(=O)C2CC2)C1 (stereo unspecified)	-3.4	.	-0.7	7	.	i	11	-4	-7.4
CCOc1ccc(N(CC(=O)NCCSCc2ccc(C)cc2)S(C)(=O)=O)cc1	-0.3	1.2	-1.4	0	0.1	-0.3	4	-1	1.1
CCn1cc(C(=O)N[C@@H](C)C(=O)NCCO)c(=O)c2cc3c(cc21)OCO3	-3.0	-1.1	-0.2	-2	-1.1	i	2	3	-4.8
Cc1ccc2c(c1)N(C(=O)CCC(=O)NCc1cccc(F)c1)CCO2	-2.3	-0.1	0.0	1	0.1	-0.2	2	-3	0.3
COc1cc(C(=O)OCC(=O)NC(=O)NCc2ccccc2)ccc1OC(F)F	-1.3	-3.3	-1.7	2	-0.1	-0.6	3	2	0.4
Cc1ccccc1OCc1nc2ccccc2[nH]1	-1.8	-0.5	.	0	0.3	i	1	3	1.0
c1ccc(CN(Cc2ccccc2)c2c3c(nc4ncnn24)CCC3)cc1	-3.0	-4.1	-1.2	6	0.1	-0.7	26	1	0.2
C=CCSC1=C(C#N)C(c2cc(Br)c(O)c(OC)c2)CC(=O)N1 (stereo unspecified)	-3.8	0.4	-0.2	5	0.8	-7.1	-4	-1	0.4
Cc1ccc(NC(=O)c2ccc(Br)o2)cc1S(=O)(=O)N(C)C	-3.5	0.7	.	1	-0.8	-0.1	5	-1	1.3
Cc1ccccc1S(=O)(=O)NCc1cccnc1	-0.3	-0.6	-3.0	5	-1.3	-1.3	-3	0	.
Cc1ccnc(NS(=O)(=O)c2ccc(NC(=O)C3CCCNC3=O)cc2)n1 (stereo unspecified)	-3.9	0.2	1.3	-2	-1.3	-0.7	-1	-1	.
CC(C1CC2CCC1C2)n1c(COc2ccccc2F)nnc1SCC(N)=O (stereo unspecified)	1.3	-2.8	5.6	-5	-0.5	i	45	+	.
O=C(c1ccccc1)c1nnc(-c2ccncc2)o1	0.1	-1.1	-1.3	1	-0.7	-0.8	4	0	.

A different layout for part of the listing above:
structure | FadD28 binding | Mtb UGM inh | BioA inh | GDH-TPI inh | PfHsp40 yeast | Vc quorum ag | Y pestis TopoI | Mtb FBA inh | TcdB inh
CCN(CC)CCCNc1ncnc2scc(-c3ccc(F)cc3)c12 | -0.5 | 0.8 | 1.2 | 0 | 0.1 | i | 2 | 0 | 8.5
O=C(COC(=O)CNC(=O)C1CCCCC1)NCc1ccc(Cl)cc1 | -2.5 | 0.6 | 2.7 | -1 | -0.9 | 0.5 | -9 | 3 | 1.3
COc1ccc(S(=O)(=O)NCc2ccccc2Cl)cc1OC | -1.9 | 1.6 | -0.4 | -4 | 1.0 | -0.4 | 2 | -1 | .
